Rab7 wt modul – modulators of GTP binding to Rab7, primary screen, biochemical, wildtype, multiplex bead flow cytometry. AID 758, 2007. Rab7 GTPase wild type (dog), Bodipy-FL-GTP binding. GTP binding activity (percent of control), % at 10 µM. GST-Rab7 beads, fluorescent GTP binding; actives lie on both sides; untreated = 100%, excess cold GTP = 0%. hit rate 0.055% among 190,000;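 active = fluorescent GTP binding to Rab7 beads changed by at least 20 points from the 100% baseline, either direction, mostly lower; inconclusive = compound itself probably fluorescent, or too few beads counted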;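 note: median green fluorescence of bound Bodipy-FL-GTP per Rab7 bead population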
HRas wt GTP bind – modulators of GTP binding to HRas wildtype, primary screen, biochemical, bead-based flow cytometry, multiplex; GTPase HRas (Homo sapiens), P01112; GST-Ras wt beads, Bodipy-FL-GTP binding; actives lie on both sides; GTP binding activity, % at 10 µM; hit rate 0.14% among 190,000;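 active = GTP binding activity at least 20% away from the 100% baseline, either lowered as inhibitor or raised as activator; inconclusive = flagged as likely green fluorescent, judged across all proteins in the well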;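 note: 0% = unlabeled GTP competition control and 100% = no-compound control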
Target sequence (P01112 whole entry, looked up): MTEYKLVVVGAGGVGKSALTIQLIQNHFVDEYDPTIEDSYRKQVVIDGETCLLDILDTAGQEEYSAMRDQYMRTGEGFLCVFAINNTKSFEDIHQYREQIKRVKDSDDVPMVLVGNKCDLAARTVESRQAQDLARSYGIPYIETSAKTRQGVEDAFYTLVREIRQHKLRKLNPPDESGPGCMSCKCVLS
Rac1 wt modul – wildtype Rac1 GTP binding modulators, primary screen, biochemical, GST-Rac1 beads, flow cytometry, multiplex | fluorescent GTP binding; actives lie on both sides; 0 = cold GTP competed, 100 = untreated | AID 757, 2007 | GTP binding activity (% of control), % at 10 µM | hit rate 0.27% among 190,000;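 active = GTP binding activity at least 20 points away from the 100% control level, either lower or higher; inconclusive = compound flagged as likely green fluorescent, judged across all proteins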
Bcl-2 Bim block – inhibitors of Bim-Bcl-2 binding, primary screen, biochemical, multiplexed, human Bcl-2 family | inhibition, % at 10 µM | Apoptosis regulator Bcl-2 (Homo sapiens), P10415 | hit rate 0.06% among 190,000 | Bead-based flow cytometry, Bim peptide-Bcl-2 binding | AID 950, 2007; in the data active = inhibition above about 40%; inconclusive = no clear call, values can overlap the other calls;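 note: 0% = no compound wells with probe peptide and 100% = reference peptide inhibitor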
Target sequence (P10415 whole entry, looked up): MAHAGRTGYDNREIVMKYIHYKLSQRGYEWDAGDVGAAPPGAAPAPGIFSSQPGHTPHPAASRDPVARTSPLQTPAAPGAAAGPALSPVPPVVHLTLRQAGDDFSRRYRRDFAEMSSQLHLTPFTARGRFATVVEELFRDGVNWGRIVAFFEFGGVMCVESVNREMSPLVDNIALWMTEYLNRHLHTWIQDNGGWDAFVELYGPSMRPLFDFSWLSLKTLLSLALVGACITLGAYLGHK
Rab2 wt GTP – modulators of GTP binding to Rab2A wildtype, primary screen, biochemical, dog, bead-based flow cytometry, multiplex; AID 760, 2007; GST-Rab2 wt beads, Bodipy-GTP binding; hit rate 0.19% among 190,000; GTP binding activity, % at 10 µM; Ras-related protein Rab-2A (Canis lupus familiaris), P61105;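 active = GTP binding activity at least 20 points away from 100%, either lowered or raised; inconclusive = signal likely due to the compound's own green fluorescence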;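 note: 0% = beads with excess unlabeled GTP and 100% = no-compound control corrected for plate trend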
Cdc42 wt – modulators of GTP binding to wildtype Cdc42, primary screen, biochemical, multiplex bead flow cytometry, Bodipy-GTP; hit rate 0.2% among 190,000; GST-Cdc42 beads; actives lie on both sides; AID 761, 2007; Cell division control protein 42 homolog (Homo sapiens), P60953; percent activity (GTP binding), % at 10 µM;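 active = percent activity GTP binding at least 20 points away from the 100% baseline, either down as inhibitor or up as activator; inconclusive = compound flagged as likely green fluorescent from well-wide comparison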;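 note: median bead fluorescence of bound Bodipy-FL-GTP at 100 nM; 0% = excess unlabeled GTP control and 100% = no compound control; below 100% means less GTP binding so inhibitor and above means activator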
Target sequence (P60953 whole entry, looked up): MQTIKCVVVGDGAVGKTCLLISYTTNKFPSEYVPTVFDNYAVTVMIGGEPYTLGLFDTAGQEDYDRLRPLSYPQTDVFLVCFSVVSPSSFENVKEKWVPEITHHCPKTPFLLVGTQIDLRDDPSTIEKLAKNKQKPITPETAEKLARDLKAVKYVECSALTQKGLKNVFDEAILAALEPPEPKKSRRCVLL
Bcl-XL Bim block – inhibitors of Bim-Bcl-XL binding, primary screen, biochemical, multiplexed, bead flow cytometry, human Bcl-XL; Bim peptide-Bcl-XL binding, fluorescence; inhibition, % at 10 µM; hit rate 0.04% among 190,000
Bim-Bcl-B – inhibitors of Bim-Bcl-B binding, primary screen, biochemical, multiplexed, human Bcl-2 family. Bcl-2-like protein 10 (Homo sapiens), Q9HD36. bead-based flow cytometry, Bim peptide-Bcl-B binding. inhibition, % at 10 µM. hit rate 0.073% among 190,000. AID 951, 2007;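 note: 0% = tracer peptide without compound and 100% = reference inhibitor peptide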
Target sequence (Q9HD36 whole entry, looked up): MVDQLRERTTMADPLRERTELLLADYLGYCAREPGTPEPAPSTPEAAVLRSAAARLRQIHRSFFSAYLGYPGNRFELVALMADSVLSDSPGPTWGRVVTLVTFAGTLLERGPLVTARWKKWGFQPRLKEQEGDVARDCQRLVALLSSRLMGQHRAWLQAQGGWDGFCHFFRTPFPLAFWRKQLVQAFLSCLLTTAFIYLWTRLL
Rac1 act GTP bind – GTP binding modulators of activated mutant Rac1, primary screen, biochemical, bead-based flow cytometry, multiplex, fluorescent GTP; hit rate 0.11% among 190,000; GST-Rac1 activated beads; actives lie on both sides; 100% means binding = to untreated wells; percent activity (GTP binding), % at 10 µM;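 active = GTP binding at least 20 percentage points away from the 100% baseline, in either direction, so actives lie on both sides; inconclusive = Compound likely fluorescent itself, or too few beads counted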
Bim-Bfl-1 – inhibitors of Bim binding to Bfl-1, primary screen, biochemical, multiplexed, bead-based flow cytometry; inhibition, % at 10 µM; Bim-Bfl-1 binding inhibition; Bcl-2-related protein A1 (Homo sapiens), Q16548; hit rate 0.12% among 190,000;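 note: 0% = wells without compound plus tracer and 100% = blocker peptide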
Bcl-W Bim block – inhibitors of Bim binding to Bcl-W, primary screen, biochemical, multiplexed, bead-based flow cytometry | Bcl-2-like protein 2 (Homo sapiens), Q92843 | Bim peptide-Bcl-W binding | inhibition, % at 10 µM | hit rate 0.02% among 190,000 | AID 952, 2007;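 note: 0% = bound tracer without compound and 100% = peptide blocker; higher means less fluorescent Bim peptide bound to Bcl-W beads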
Target sequence (Q92843 whole entry, looked up): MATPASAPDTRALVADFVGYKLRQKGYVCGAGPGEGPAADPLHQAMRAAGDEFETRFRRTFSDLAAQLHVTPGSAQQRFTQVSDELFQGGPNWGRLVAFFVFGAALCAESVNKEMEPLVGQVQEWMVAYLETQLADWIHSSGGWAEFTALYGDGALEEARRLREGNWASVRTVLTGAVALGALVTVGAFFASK
Numbers without * were called inactive; ? = inconclusive; nt = not tested or not shown. Cut-off read from the data, not from the text of the source, unless noted: active = inhibition above about 40%.

SMILES	Rab7 wt modul	HRas wt GTP bind	Rac1 wt modul	Bcl-2 Bim block	Rab2 wt GTP	Cdc42 wt	Bcl-XL Bim block	Bim-Bcl-B	Rac1 act GTP bind	Bim-Bfl-1	Bcl-W Bim block
COc1cc(/C=C(/C#N)C(=O)NCCc2c[nH]c3ccccc23)ccc1OCc1ccccc1F	102	103	103	3	105	104	1	2	98	0	1
CCOc1cc2[nH]c(=O)n(CCCCC(=O)N3CCCCCC3)c(=O)c2cc1OCC	100	101	104	0	101	103	-2	-7	100	-7	3
CCOC(=O)CN1CC23C=CC(O2)C(C(=O)NCc2ccc(F)cc2)C3C1=O (stereo not given)	100	99	104	-6	99	100	-11	-6	98	-13	-5
O=C(CSc1ccc(-c2ccccn2)nn1)c1ccc(F)cc1	94	95	96	2	95	93	1	0	93	1	4
O=C(CNC1=NCCC1)c1ccc(Cl)cc1	102	98	102	4	98	100	11	9	101	6	12
COc1ccc(C2NC(=O)c3ccccc3O2)cc1OC (stereo not given)	97	101	103	nt	100	104	3	0	100	4	1
CC(C)Oc1ccc(Cn2c(=O)sc3ccccc32)cc1	101	99	105	0	96	100	-4	-3	97	1	0
Cc1cc(C(=O)NN=C2CCCCC2)c2ccccc2n1	103	98	104	-9	99	100	-5	-7	99	-7	-6
COC(=O)c1sc(NC(=O)c2cc3c(s2)CCCC3)nc1C	101	100	102	-4	100	98	1	-4	100	-6	1
Cc1ccc(S(=O)(=O)N2CCC(=O)N(C(COCc3ccccc3)Cc3ccccc3)CC2)cc1 (stereo not given)	100	100	102	0	98	98	-1	-1	96	3	0
COc1ccc2oc(=O)c(-c3csc(Nc4ccc(O)cc4)n3)cc2c1	100	103	106	4	101	100	-3	-3	102	20	7
CCCCn1c(SCC(=O)Nc2ccccc2C(F)(F)F)nc2ccsc2c1=O	99	99	102	-10	99	102	-9	-8	98	-15	-3
N#CCCn1ncn(-c2ccccc2)c1=S	100	103	104	-7	105	104	-4	-10	101	-9	-5
COc1ccc(-c2cc(C(F)(F)F)nc(SCCC(=O)Nc3cc(C)on3)n2)cc1	95	100	103	-4	101	100	-5	-7	99	-10	0
O=C(Nc1cccnc1)c1ccc(S(=O)(=O)c2ccccc2)cc1	97	94	96	0	96	102	-1	-2	94	-6	1
O=C1CCC(=O)N1CN(C(=O)c1ccco1)c1ccc(Cl)c(Cl)c1	95	100	102	0	98	104	-4	-6	101	-6	-4
Cc1ccc(C(=O)Nc2sc(C(=O)N(C)C)c(C)c2C#N)cc1	90	93	96	-1	93	97	2	-4	97	2	5
CCOc1cc(/C=C2\SC(=S)N(Nc3ccccc3)C2=O)ccc1O	95	97	96	7	96	96	0	-5	94	8	3
Cn1ccc(C(=O)OCC(=O)Nc2cccc3ccccc23)n1	106	101	105	0	105	101	-3	-4	98	-6	0
CSc1ncccc1C(=O)OCC(=O)C(C)(C)C	96	95	96	1	95	97	-3	-5	95	-5	-2
Cc1cc(C)nc(SCC(=O)Nc2ncc(Cc3cccc(Cl)c3Cl)s2)n1	95	99	101	-9	99	102	-4	-8	98	-7	-2
Cn1cc(/C=N/NC(=O)c2cccc([N+](=O)[O-])c2)c2ccccc21	101	100	106	-7	98	102	-7	-6	100	-9	-2
CCNC(=S)N1CCN(C(=O)c2ccco2)CC1	106	103	106	3	101	104	-3	-3	100	2	-3
NC(=O)c1c(N)sc2c1CCCC2	98	98	101	-9	98	100	-11	-23	97	-9	-4
O=C1C2C3C=CC(CC3)C2C(=O)N1c1ccc2c(c1)OCO2 (stereo not given)	102	104	107	15	103	103	7	2	101	7	3
CCc1ccc(NC2Nc3cc(C)nn3S2)cc1 (stereo not given)	99	99	105	1	97	100	0	1	100	-1	-1
C=CCN(c1ccc(C(=O)Nc2cc(C)cc(C)c2)cc1)S(C)(=O)=O	103	101	104	-5	99	103	-4	-3	100	-2	-2
CCCN(C(=O)Cc1nc(N)n[nH]1)C1(C(=O)Nc2c(C)cccc2C)CCCCC1	103	104	105	-8	104	106	-4	-7	100	-11	0
N#C/C(=C/c1ccc(C(=O)O)cc1)C(=O)Nc1ccccc1	92	94	94	4	92	95	2	5	92	6	2
Cc1cccc(OCC(=O)N/N=C2/SCC(=O)N2Cc2ccco2)c1	105	100	100	-3	100	95	-3	-3	95	-5	0
CCOC(=O)c1c(C)[nH]c(C(=O)COC(=O)C2(C)CC2(Cl)Cl)c1C (stereo not given)	103	99	101	-11	101	100	-8	-7	99	-12	0
Cc1nnc(NC(=O)CSc2n[nH]c(-c3ccccc3)n2)s1	102	96	96	0	96	96	0	0	95	-4	3
CC1(C)Cc2nc3sc4c(SCC(=O)NCc5ccco5)ncnc4c3cc2CO1	90	91	89	-7	94	92	1	-8	93	7	4
O=C(CSc1nc2ccccc2s1)Nc1cc(S(=O)(=O)N2CCOCC2)ccc1Cl	99	100	102	-5	102	101	-4	-7	97	-10	-1
CN(Cc1ccon1)Cc1cn(Cc2ccccc2)nc1-c1ccc2c(c1)OCO2	105	97	99	-4	98	96	-4	-2	95	-7	-5
CCOC(=O)CCSc1nc2c(c(C(F)(F)F)c1C#N)CCC2	100	104	98	-1	102	102	2	-1	97	0	1
Cc1cccc(N2CCN(C(=S)NCCc3ccccc3)CC2)c1C	102	100	101	-3	99	97	-3	-7	100	0	-2
CCOc1ccc(C(=O)NCC(C)C)cc1	103	101	101	-14	101	100	-10	-8	99	-21	-4
CC(Sc1nc(N2CCOCC2)nc(N2CCOCC2)n1)C(=O)Nc1ccccc1 (stereo not given)	92	90	100	1	95	nt	1	-3	96	1	0
Cc1ccc(-c2cc3nn(-c4ccccc4)c(N)c3c(=O)o2)cc1	98	99	99	-1	97	101	1	3	98	-1	1
O=C(Nc1ccc(N2CCCCC2)cc1)c1ccc(F)cc1	95	97	95	6	97	98	-3	-2	96	0	-4
O=[N+]([O-])c1cccc(/C([O-])=C(/C(=S)Nc2cccc3ccccc23)[n+]2ccccc2)c1	100	101	105	-2	101	101	-9	-17	100	4	-2
Cc1ccc(C)c(C(=O)OCC(=O)Nc2ccc(N3CCOCC3)cc2)c1	?	?	?	-5	?	?	0	-2	?	-7	-1
O=C(c1ccco1)N1CCN(CCCCOc2ccc(F)cc2)CC1	96	99	104	-2	95	102	-6	-3	99	-2	-4
Oc1ccc(CNc2ccccc2F)c2cccnc12	98	97	107	-9	97	98	-3	-5	99	-9	0
O=C(NCc1ccc2c(c1)OCO2)c1ccncc1	99	95	98	-9	95	99	-9	-6	94	-7	-4
COc1cc(C(=O)NC(=S)N(C)Cc2ccccc2)cc(OC)c1OC	109	100	102	0	103	100	0	-20	96	4	3
CCC1(c2cccc(Cl)c2)NC(=O)N(Cc2cc(C(=O)OC)c(C)o2)C1=O (stereo not given)	102	100	100	-5	97	99	-7	-8	98	-13	0
CCC(Sc1nc(C)cc(=O)[nH]1)C(=O)Nc1nnc(C)s1 (stereo not given)	105	100	100	-12	102	100	-6	-10	100	-11	-4
COc1cc2[nH]c3c(=O)n(CCN(C(C)C)C(C)C)cnc3c2cc1OC	102	103	102	0	101	102	0	1	98	-4	0
C/C(N)=C(/C#N)C(=O)COC(=O)CCCNC(=O)c1ccc(Cl)cc1	105	100	101	-5	103	102	-4	-9	96	-5	-6
CC(=O)c1cccc(NC(=O)C2CCN(S(=O)(=O)c3ccc(F)cc3)CC2)c1	105	102	103	-9	104	100	-6	-7	101	-7	-5
O=C(Nc1nc(-c2ccccn2)cs1)c1ccco1	94	93	97	0	91	92	-1	-16	93	7	3
C/C(CC(=O)Nc1ccc(Cl)c(Cl)c1)=N\NC(=O)C(=O)N1CCCCC1	98	96	92	8	95	93	1	6	94	3	0
O=C(CO)N/N=C/c1cccc(Cl)c1Cl	105	107	108	0	106	100	-2	-2	102	-2	-2
CC(=O)NC1=C(N(C)C2CCS(=O)(=O)C2)C(=O)c2ccccc2C1=O (stereo not given)	101	100	103	-14	99	101	-3	-4	98	-4	0
COCCCNS(=O)(=O)c1ccc(S(=O)(=O)N2CCCC2)cc1	99	100	103	-1	100	102	1	0	99	-2	-2
COc1ccc(C2=[N+]([O-])C(C)(C)N(O)C2(C)C)cc1	104	103	104	-2	102	105	-2	-3	100	-11	0
Cc1c(C(=O)O)cccc1-c1ccc(/C=C2/NC(=O)N(c3ccccc3)C2=O)o1	103	97	99	0	96	98	0	1	94	-5	0
Cc1ccc(NC(=S)NCc2ccc(S(N)(=O)=O)cc2)c(C)c1	102	98	100	-2	96	95	-3	-2	94	0	0

Continued:
SMILES	Rab7 wt modul	HRas wt GTP bind	Rac1 wt modul	Bcl-2 Bim block	Rab2 wt GTP	Cdc42 wt	Bcl-XL Bim block	Bim-Bcl-B	Rac1 act GTP bind	Bim-Bfl-1	Bcl-W Bim block
S=c1[nH]nc(C2COc3ccccc3O2)o1 (stereo not given)	99	99	100	-1	95	100	-4	-15	95	0	2
O=S(=O)(c1ccc2c(c1)OCCO2)N1CCC(c2nc3ccc(Cl)cc3[nH]2)CC1	102	97	102	-7	99	101	4	-6	100	-11	1
CC(C)(C)NC(=O)CN(C(=O)Cn1nnc(-c2ccccc2F)n1)c1cccc2c1CCCC2	105	101	99	0	103	101	-2	-3	97	-1	-1
Cc1cc(C)c(C)c(S(=O)(=O)NCc2cccnc2)c1C	98	100	104	-5	99	100	-5	-3	99	-1	-2
Cc1cc2oc(=O)cc(Cn3ccnc3)c2cc1C	103	103	107	-7	103	102	-25	-5	104	-14	0
COc1ccc(CC(=O)NC(C)c2nnc(SCc3nc4ccccc4c(=O)[nH]3)n2C)cc1 (stereo not given)	100	101	100	0	101	99	-4	-4	96	-1	-2
O=S(N1CCc2ccccc21)C12CC3CC(CC(C3)C1)C2 (stereo not given)	103	93	86	3	95	92	-5	3	91	5	-1
Cc1[nH]n(-c2ccccc2)c(=O)c1C=Nc1cnc2ccccc2c1	97	99	99	-4	99	101	0	-2	100	-2	0

Screening data as filed in PubChem.
